C-LANA FP: inhibitors of KSHV C-LANA binding to DNA, primary screen, biochemical, fluorescence polarization, FAM-LBS DNA, MBP-C-LANA, single point. Kaposi's sarcoma herpesvirus LANA C-terminal domain (residues 932-1162) DNA binding. inhibition, % at 9 µM. actives 0.078% (n = 340,000). AID 504423, 2011;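 active means highest replicate inhibition at or above 60% at 9 µM, even if other replicates fall short; inactive means all replicates below 60% inhibition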;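 further: 0% = neutral control wells and 100% = 4 µM acridine orange control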
RTF Ca sens act: cardiac RTF calcium sensitivity activators, primary screen, biochemical, IANBD-TnC fluorescence, EC20 calcium; IANBD-labeled TnC RTF fluorescence at EC20 calcium; 0% EC20 calcium, 100% full calcium; activation, % at 7.2 µM; AID 493008, 2010; Troponin I, cardiac muscle (Homo sapiens) + Troponin T, cardiac muscle (Homo sapiens) + …; actives 0.24% (n = 340,000);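 active means activation above the mean over all tested compounds plus 3 SD, cut at about 30% in these data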;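 further: rise in fluorescence read as greater calcium sensitivity of cardiac thin filaments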
OPRM1-OPRD1 inv: inverse agonists of MOR-DOR heterodimerization, primary screen, cell-based, luminescence. Mu-type opioid receptor (Homo sapiens) + Delta-type opioid receptor (Homo sapiens), …. cell-based MOR-DOR heterodimer luminescence, inverse agonism. inhibition, % at 9.3 µM. actives 0.21% (n = 340,000); in the data active means inhibition above about 22%, passing the limit was not always enough;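 further: 0% = cells with DMSO and 100% = wells without cells with DMSO; values of inactives mirror those of a sister screen read the other way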
Target sequence (P35372 whole entry, looked up): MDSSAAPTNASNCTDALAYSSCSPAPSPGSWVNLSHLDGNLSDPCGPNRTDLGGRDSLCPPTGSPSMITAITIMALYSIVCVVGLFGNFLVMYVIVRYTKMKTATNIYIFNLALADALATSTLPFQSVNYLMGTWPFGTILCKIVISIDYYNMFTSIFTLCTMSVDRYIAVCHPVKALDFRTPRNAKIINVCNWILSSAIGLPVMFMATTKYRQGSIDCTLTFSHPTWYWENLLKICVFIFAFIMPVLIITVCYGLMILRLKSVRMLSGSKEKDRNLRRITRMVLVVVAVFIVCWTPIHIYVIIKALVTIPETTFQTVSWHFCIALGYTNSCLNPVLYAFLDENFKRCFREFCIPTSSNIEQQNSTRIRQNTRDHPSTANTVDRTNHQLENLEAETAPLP
Target sequence (P41143 whole entry, looked up): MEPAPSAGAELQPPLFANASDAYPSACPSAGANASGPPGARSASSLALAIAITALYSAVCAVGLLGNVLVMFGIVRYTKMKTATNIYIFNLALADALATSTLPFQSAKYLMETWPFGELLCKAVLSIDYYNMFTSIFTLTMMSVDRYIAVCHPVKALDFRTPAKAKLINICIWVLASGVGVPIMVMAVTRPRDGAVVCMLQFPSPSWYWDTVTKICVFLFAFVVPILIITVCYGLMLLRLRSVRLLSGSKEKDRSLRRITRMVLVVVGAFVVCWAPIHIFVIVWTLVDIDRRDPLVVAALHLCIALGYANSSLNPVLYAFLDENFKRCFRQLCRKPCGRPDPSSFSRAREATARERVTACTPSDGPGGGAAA
CAL-PDZ inh HTS: untagged CAL PDZ binding inhibitors, primary screen, biochemical, fluorescence polarization, HTS; Golgi-associated PDZ and coiled-coil motif-containing protein (Homo sapiens), Q9HD26; purified CAL PDZ, TMR-peptide fluorescence polarization, 1 h; inhibition, % at 24.9 µM; actives 0.92% (n = 300,000);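 active means mean inhibition of at least 30% with at least half of replicates also reaching 30%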;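 further: 0% = DMSO neutral control and 100% = excess unlabeled competitor peptide PRC23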
Keap1-Nrf2 PPI: Keap1-Nrf2 protein-protein interaction inhibitors, primary screen, biochemical, fluorescence polarization, single point | Kelch-like ECH-associated protein 1 (Homo sapiens), Q14145 | Keap1 Kelch-Nrf2 peptide fluorescence polarization, 1536-well | inhibition, % at 9.4 µM | actives 0.15% (n = 340,000) | AID 504523, 2011; in the data active means inhibition above about 12%;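 further: human Keap1 Kelch domain with fluorescein labeled Nrf2 9mer peptide probe; 0% = neutral control wells and 100% = peptide positive control; higher means more block of Keap1 binding to Nrf2 peptide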
RTF Ca sens inh: cardiac RTF calcium sensitivity inhibitors, primary screen, biochemical, IANBD-TnC fluorescence, EC70 calcium | Troponin I, cardiac muscle (Homo sapiens) + Troponin T, cardiac muscle (Homo sapiens) + … | IANBD-labeled cardiac RTF, Ca2+ fluorescence | inhibition, % at 7.15 µM | actives 0.12% (n = 340,000) | AID 493244, 2011;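 active means inhibition above the mean inhibition of all tested compounds plus 3 SD, cut at about 17% in these data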;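 further: assay run at fixed EC70 calcium of 1.6 mM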
V-ATPase pH: regulators of yeast V-ATPase proton pumping, primary screen, pHLuorin cytosolic pH fluorescence | S. cerevisiae | response, % at 10 µM | actives 0.37% (n = 350,000); in the data active means response mostly above about 7.3%, no sharp cut-off; inactive means mostly below about 5.4%; further: actives read high; inactives centre near 0; some compounds called inactive have numbers as strong as hits; reference of the scale not given here
MOR-DOR ag: agonists of OPRM1-OPRD1 heterodimerization, primary screen, cell-based, luminescence; cells; activation, % at 9.3 µM; actives 0.3% (n = 340,000); Mu-type opioid receptor (Homo sapiens) + Delta-type opioid receptor (Homo sapiens), …; in the data active means activation above about 18%;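 further: 0% = vehicle-treated cells and 100% = reference agonist; values of inactives mirror those of a sister screen read the other way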
HTR5A ag: HTR5A agonists in luminescence cell assay, primary screen, counter-screen for OPRM1-OPRD1 heterodimer agonist project, full-deck HTS; actives 0.61% (n = 340,000); activation, % at 9.3 µM; 5-hydroxytryptamine receptor 5A (Homo sapiens), P47898; cell-based; in the data active means activation mostly above about 9.5%, no sharp cut-off; inactive means mostly below about 7.6%;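 further: 0% = cells with vehicle only and 100% = reference agonist; strong numbers were not always called active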
HTR5A inv ctr: HTR5A inverse agonists in luminescence cell assay, primary screen, counter-screen for OPRM1-OPRD1 heterodimer inverse agonist project, full-deck HTS | HTR5A cell line, inverse agonism | inhibition, % at 9.3 µM | actives 0.083% (n = 340,000) | AID 504634, 2011; in the data active means inhibition mostly above about 23%, no sharp cut-off; inactive means mostly below about 18%;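 further: 0% = cells with DMSO and 100% = no-cell wells with DMSO; some compounds called inactive have numbers as strong as hits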
Active calls of the source: *; · = no result given.

SMILES	C-LANA FP	RTF Ca sens act	OPRM1-OPRD1 inv	CAL-PDZ inh HTS	Keap1-Nrf2 PPI	RTF Ca sens inh	V-ATPase pH	MOR-DOR ag	HTR5A ag	HTR5A inv ctr
CCn1c(CNC(=O)Cc2ccc(OC)cc2)nnc1SCCOc1ccccc1	-0.7	-4	1	-1	-1	-4	2	-0.1	0	-3
CCOC(=O)C(NC(=O)NCc1ccccc1OC)(OCC)C(F)(F)F (configuration not stated)	-1.0	5	5	0	-2	4	-7	-0.9	3	-15
Cc1ccc(C)c(S(=O)(=O)Nc2ccc3oc(C)c(C(=O)O)c3c2)c1	11	7	-12	14	-4	6	3	2.1	-3	8
O=C(CCCCCN1C(=O)c2cccc3cccc(c23)C1=O)N1CCOCC1	0.0	1	19	-1	-3	-5	-2	-3.6	3	-9
COc1ccc(N(CC(=O)N/N=C/c2cccc3c2OCCO3)S(=O)(=O)c2ccc(NC(C)=O)cc2)cc1	1.2	1	11	-1	-4	3	8	-2.4	2	-12
COc1cc(C(=O)O)c2ccccc2n1	0.3	6	5	·	-4	-14	-1	-1.0	-6	15
OCCN(Cc1ccccc1)Cc1ccccc1O	1.1	3	11	·	2	-1	1	-2.1	-1	2
CN1CCN(NC(=S)NC2CCCCC2)CC1	-0.8	0	7	-4	2	-1	3	-1.2	0	-59
Cc1nc(CSc2nnc3scc(-c4ccc(Cl)cc4)n23)cs1	0.2	-4	9	-4	2	-2	-1	-1.8	-4	-30
COc1cccc(-c2nnc(SCC(N)=O)n2-c2ccc(Cl)cc2)c1	1.4	6	-10	-2	0	-2	1	1.8	1	-7
OCC[C@@H]1C[C@@H](O)[C@H](O)[C@@]2(CCCc3ccccc3O2)O1	-0.4	-2	12	2	1	-13	2	-2.1	0	2
CCOc1ccccc1NC(=O)c1cccc2ccccc12	-0.1	-7	-1	4	2	2	1	0.1	0	1
COc1ccc(C2CC2/C(=N/OC(=O)c2cccs2)c2ccccc2)cc1 (configuration not stated)	1.0	1	-9	·	2	-6	3	2.2	6	-22
CCOC(=O)C1(CCCc2ccccc2)CCN(C(=O)CCn2cncn2)CC1	-1.5	2	6	-1	3	-3	-2	-1.0	6	-16
Cc1ccc2c(Cl)cc(Cl)c(O)c2n1	0.1	-3	4	·	-2	2	1	-0.8	1	-4
COc1ccccc1/C=C/C(C)=O	1.8	-1	8	-3	2	3	3	-1.1	-1	3
C=C(C)COc1ccc(-c2[nH]ncc2Oc2cccc(OC)c2)c(O)c1	1.7	-2	-69	-4	4	0	4	12	3	-24
CCOC(=O)C1C(=O)NC(SCC(=O)Nc2nccs2)=C(C#N)C1c1ccccc1OCC (configuration not stated)	-3.0	8	16	1	-12	-20	6	-3.4	3	-31
Cc1ccc(C(=O)CNc2nc3c(c(=O)[nH]c(=O)n3C)n2Cc2ccccc2)cc1	0.5	2	19	-7	-6	-8	1	-4.5	-6	14
CCOC(=O)C1CCN(CCC(=O)Nc2ccc(Cl)cc2)CC1	0.4	-1	5	2	-1	-11	-2	-0.9	1	-2
CC1CCCN(c2cc(N(C)CCO)c([N+](=O)[O-])c3nonc23)C1 (configuration not stated)	-1.1	-3	3	13	-7	1	-3	-0.6	-2	13
Cc1ccc(C2=NOC(C)(c3nnc(-c4ccncc4)o3)C2)cc1 (configuration not stated)	0.0	5	5	-3	-3	-8	11	-1.0	2	-2
CO/N=C/C(NC(=O)c1ccc(C(F)(F)F)cc1)C(=O)OC (configuration not stated)	-1.1	-1	2	-3	1	9	-3	-0.5	3	-7
CC1CN(c2ccc(C(=O)c3ccccc3C(=O)O)cc2[N+](=O)[O-])CC(C)O1 (configuration not stated)	0.0	1	16	·	-1	0	1	-3.2	-1	18
O=S(=O)(c1ccc(F)cc1)N1CCN(c2ccccn2)CC1	0.6	-2	-5	4	-5	-3	1	0.8	-2	5
Cn1cccc1C(C#N)(CC#N)c1cccc(F)c1C#N (configuration not stated)	0.5	-3	12	15	1	7	1	-2.7	0	0
COC(=O)c1cccc(NC(=O)CSc2nnc(C3CC3)n2C)c1	-0.2	-1	2	-1	3	0	-3	-0.3	3	-15
O=C(NCCN1CCc2ccccc2C1)Nc1ccc([N+](=O)[O-])cc1	0.2	-4	14	-4	-1	4	-2	-2.7	0	16
Cc1cc(NC(=O)NC2(C(F)(F)F)Oc3ccc(Cl)cc3O2)no1 (configuration not stated)	3.5	-3	-25	-5	1	-1	6	4.6	4	-9
Cc1ccc(C(=O)Nc2nc3ccc(S(C)(=O)=O)cc3s2)s1	1.3	0	12	·	-2	-6	-3	-2.6	-2	-3
COc1ccc(-c2nnn(Cc3ccccc3)n2)cc1	-1.5	4	-11	-5	-5	-3	2	2.1	10	-27
COCCNC(=O)c1ccccc1NC(=O)C1COc2ccccc2O1 (configuration not stated)	-2.0	1	1	-2	2	-24	3	-0.1	-3	-14
O=C(NCc1ccc2c(c1)OCO2)C1CCCN1S(=O)(=O)c1ccc(F)cc1 (configuration not stated)	1.2	4	-13	-7	2	-8	-3	2.6	3	-8
C=CCOc1nc(N2CCCC2)nc(N2CCCC2)n1	0.3	3	1	-1	0	-3	-1	-0.1	2	12
O=C(c1cc(COc2cccc3cnccc23)on1)N1CCC(c2ccccc2Cl)C1 (configuration not stated)	0.9	-5	-6	-2	-3	-2	4	1.2	1	-4
CCn1cc(S(=O)(=O)Nc2cc(F)ccc2C)cn1	0.2	0	3	0	3	-9	-2	-0.6	-1	2
CCOc1ccc(N2C(=O)/C(=C/c3cccs3)N(CC(=O)OC)C2=S)cc1	2.0	-1	2	-1	-3	-5	-1	-0.3	2	-39
Cc1[nH]n(C(N)=S)c(=O)c1N=Nc1cccc(Cl)c1	-1.9	0	5	13	0	-9	3	-1.0	5	-18
O=C(Cc1ccccc1F)Nc1cccc(S(=O)(=O)N2CCOCC2)c1	-2.2	4	2	3	3	-6	-5	-0.5	2	-8
O=S(=O)(c1ccc(N2CCCCCC2)nc1)N1CCCC1	0.8	-4	6	-3	-4	-2	-2	-1.1	4	-11
O=C(CCc1ccccc1)Nc1ccc(S(=O)(=O)NC2=NCCCCC2)cc1	0.4	-2	12	·	-1	5	1	-3.0	-5	5
Nc1cc(=O)[nH]c(SCC(=O)Nc2ccc(F)c(Cl)c2)n1	1.1	-2	11	·	-2	-1	2	-2.4	1	5
COc1ccc(CCNC(=O)CN2c3cccc4cccc(c34)S2(=O)=O)cc1	-1.1	6	2	-4	0	-1	-1	-0.4	2	-5
CC(=O)N1c2ccc(S(=O)(=O)NCCC(=O)NC3CCCCCC3)cc2CC1C (configuration not stated)	0.4	-5	17	-2	1	-5	1	-3.2	0	1
CCOCc1c(C(=O)Nc2ccccc2N2CCN(C)CC2)oc2ccccc12	0.7	-3	-17	1	1	-4	1	2.6	0	-1
COCC(C)n1c(SC(C)C(=O)NC2CCCCC2C)nc2ccccc2c1=O (configuration not stated)	-0.3	-2	10	-2	5	-5	-1	-1.9	0	8
Cc1ccccc1N(Cc1ccccc1F)S(C)(=O)=O	1.5	-5	10	-2	2	1	-1	-1.9	-2	-8
CN(C)c1ccc(/C=[N+](\[O-])C(C)(C)/C=N/O)cc1	-1.9	6	7	5	-8	-1	3	-1.3	4	7
COc1ccc(NC2CCCN(C(=O)C3=NN(C)C(=O)CC3)C2)cc1OC (configuration not stated)	0.2	-6	-3	1	1	0	-1	0.5	-1	-3
COc1cc(C(F)(F)F)nc(-c2ccccn2)n1	0.3	0	6	-3	2	-4	-10	-1.0	-2	5
O=C(CNC(=O)c1ccccc1)N/N=C/c1cn[nH]c1-c1ccccc1	-1.5	0	11	-4	1	-10	0	-2.1	1	-2
O=C(CCNS(=O)(=O)c1ccc(OC(F)(F)F)cc1)NCCc1c[nH]c2ccccc12	0.1	0	13	1	-1	2	-7	-3.5	4	5
O=C1c2ccccc2C(=O)N1OCCCN1C(=O)c2ccccc2S1(=O)=O	0.1	-1	5	-5	-3	2	2	-1.1	6	-25
CCc1ccc(-c2ccc(C(=O)O)cc2)nc1	0.0	2	6	-4	-3	6	-1	-1.1	-2	5
CS/C(N)=N/S(=O)(=O)c1ccc(NC(C)=O)cc1	-0.3	11	16	-2	-2	-8	1	-3.1	1	-3
CNc1nc(Nc2ccccc2)nc(OCC(F)(F)F)n1	9.0	-5	-12	0	-5	-21	4	2.7	2	-19
O=C(Nc1nc(-c2cccs2)cs1)c1ccc([N+](=O)[O-])o1	-0.3	-4	-5	-1	-9	1	4	1.1	-2	6
Cc1cc(NC(=O)COC(=O)C2CC(=O)N(c3cccc(C)c3C)C2)no1 (configuration not stated)	-1.1	-2	5	-1	3	-1	-3	-0.8	-1	-11
CN(CC(=O)Nc1ccc(F)c(F)c1)S(=O)(=O)c1cccc2nsnc12	0.2	4	-1	-3	-3	-1	3	0.2	-2	-12
N#C/C(=C/c1cn(-c2ccccc2)nc1-c1cccc(OCc2ccc(F)cc2)c1)C(=O)NCCCn1ccnc1	3.8	-2	-8	-1	-5	-20	-1	1.4	-1	4

Some of the entries so far, bar-delimited:
canonical_smiles | C-LANA FP | RTF Ca sens act | OPRM1-OPRD1 inv | CAL-PDZ inh HTS | Keap1-Nrf2 PPI | RTF Ca sens inh | V-ATPase pH | MOR-DOR ag | HTR5A ag | HTR5A inv ctr
C=CCOc1nc(N2CCCC2)nc(N2CCCC2)n1 | 0.3 | 3 | 1 | -1 | 0 | -3 | -1 | -0.1 | 2 | 12
O=C(c1cc(COc2cccc3cnccc23)on1)N1CCC(c2ccccc2Cl)C1 (configuration not stated) | 0.9 | -5 | -6 | -2 | -3 | -2 | 4 | 1.2 | 1 | -4

(cont.)
SMILES	C-LANA FP	RTF Ca sens act	OPRM1-OPRD1 inv	CAL-PDZ inh HTS	Keap1-Nrf2 PPI	RTF Ca sens inh	V-ATPase pH	MOR-DOR ag	HTR5A ag	HTR5A inv ctr
O=C(CN1C(=O)c2ccccc2S1(=O)=O)Nc1ccccn1	1.4	2	-1	0	-6	-10	6	0.1	0	-4
CN=C1S/C(=C\c2cn(CC(=O)OC)c3ccccc23)C(=O)N1C	-2.2	-1	12	-3	-5	-5	-4	-2.5	4	9
COc1cc(-c2nnc3sc(Cc4ccc(Cl)cc4)nn23)cc(OC)c1OC	-1.6	1	-14	2	-7	-7	0	2.8	3	-4
COc1ccc(-c2noc(CSc3nc4ccccc4c(=O)n3-c3ccc(C)cc3)n2)cc1	-0.3	-3	18	·	-3	-2	1	-3.0	4	-13
Cc1cc([N+](=O)[O-])ccc1NCc1ccco1	0.9	0	12	·	0	-5	1	-2.5	7	-29

Screens: PubChem BioAssay, several laboratories
